Bioassay records: PubChem BioAssay, National Center for Advancing Translational Sciences (NCATS)
HT1080 IDH1KD tx: toxicity to HT-1080 IDH1 knockdown cells (counter line). HT-1080 IDH1 knockdown viability, ATP luminescence, 48 h. Potency, µM (doses to about 46.1 µM), without a hit: at the top dose activity, negative = toxicity, usual class: cytotoxic. 360,000 compounds, 2% hits;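 note: potency is the fitted concentration of half-maximal effect; 0% = DMSO wells and -100% = cell-free medium wells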
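Assay cells: HT-1080 with IDH1 knockdown, 750 per well, RPMI/5% FBS. Exposure: 48 h at 37 °C following 2 h pre-incubation. Read: CellTiter-Glo luminescence; fitted concentration-response, curve class assigned.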
DRD3 antagonist: D3 dopamine receptor (human) antagonism | P35462 | D3R cells, DiscoveRx beta-arrestin luminescence, antagonist mode; hits give low values | max response, negative = inhibition, % | 360,000 compounds, 2.5% hits; in the data active = max response below about -50%; inconclusive = no clear call, values can overlap the other calls; note: % is set by controls: 0 for no effect and ±100 for the full control effect; mostly tested at two doses, the higher about 12 µM
Target sequence (P35462 whole entry, looked up): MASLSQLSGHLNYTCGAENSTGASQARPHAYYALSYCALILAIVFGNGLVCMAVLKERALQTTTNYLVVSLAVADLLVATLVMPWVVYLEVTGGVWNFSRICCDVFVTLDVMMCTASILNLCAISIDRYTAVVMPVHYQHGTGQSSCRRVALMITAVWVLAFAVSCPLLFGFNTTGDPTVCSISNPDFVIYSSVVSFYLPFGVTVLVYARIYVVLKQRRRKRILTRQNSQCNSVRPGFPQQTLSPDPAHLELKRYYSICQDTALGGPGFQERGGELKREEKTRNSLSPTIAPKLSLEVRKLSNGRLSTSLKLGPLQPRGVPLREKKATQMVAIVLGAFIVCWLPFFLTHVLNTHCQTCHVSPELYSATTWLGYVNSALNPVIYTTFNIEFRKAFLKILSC
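Cells expressing the human receptor were seeded at 1500 cells/well, incubated overnight at 37 degrees C in 5% CO2, then exposed to library compounds with dopamine controls for 90 minutes at 37 degrees C before luminescent detection.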
SW480 rereplic: inducers of DNA re-replication in SW480 colon cancer cells; SW480 DNA re-replication, Hoechst DNA content imaging, 48 h; Potency, µM (titrated, usually from 46.1 µM), for the others: top-dose re-replication activation, usual class: activators; 340,000 compounds, 1.8% hits; note: potency is the fitted concentration of half-maximal effect; % of control where 0% means no effect; nearly all actives have a fitted effect of over 55% in size
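Cells (250 per well) received 23 nL compound or DMSO by pin tool and were kept 48 hr at 37 C, 5% CO2. Nuclei were then stained with Hoechst for 40 min and scanned for DNA content.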
GLP-1R agonist: GLP-1 receptor (human) agonism. AID 624172. 380,000 compounds, 0.007% hits. P43220. HEK293 GLP-1R CRE-luciferase, luminescence, 4-6 h; cells express a hypersensitive GLP-1R form. Potency, µM (top dose mostly 45.6 µM), for inactives: top-dose activation, most hits filed as activators; note: potency is the fitted concentration of half-maximal effect; % of control where 0% means no effect
Target sequence (P43220 whole entry, looked up): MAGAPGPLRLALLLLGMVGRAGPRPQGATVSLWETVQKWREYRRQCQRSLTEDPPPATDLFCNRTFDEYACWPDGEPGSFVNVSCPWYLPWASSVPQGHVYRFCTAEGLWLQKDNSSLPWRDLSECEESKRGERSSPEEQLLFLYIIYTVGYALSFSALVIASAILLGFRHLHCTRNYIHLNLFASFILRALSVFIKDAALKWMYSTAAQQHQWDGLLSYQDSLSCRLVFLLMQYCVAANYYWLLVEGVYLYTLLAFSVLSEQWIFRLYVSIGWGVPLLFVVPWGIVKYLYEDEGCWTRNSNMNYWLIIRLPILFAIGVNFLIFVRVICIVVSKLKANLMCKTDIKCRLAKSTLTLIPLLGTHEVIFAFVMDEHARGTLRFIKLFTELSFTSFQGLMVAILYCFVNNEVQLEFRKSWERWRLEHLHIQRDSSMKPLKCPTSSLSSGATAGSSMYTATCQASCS
DRD3 agonist: agonists of human D3 dopamine receptor; P35462; D3R DiscoveRx beta-arrestin cells, luminescence, 90 min; max activation, %; 410,000 compounds, 0.58% hits; AID 652048; in the data active = max activation above about 30%; note: 0% is about no effect; mostly tested at two doses, the higher about 12 µM
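Cells at 1500/well, incubated overnight, then treated with pinned compounds (dopamine as control) for 90 min at 37 degrees C. DiscoveRx reagent added for 30 - 60 minutes at room temperature; luminescence read.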
HT1080NT lethal: kills 2HG-producing HT-1080-NT fibrosarcoma cells. HT-1080-NT fibrosarcoma viability, CellTiter-Glo ATP luminescence, 48 h. Potency, µM (doses to about 46.1 µM), inactives show at the highest dose activity, negative = less viability, usual class: cytotoxic. 360,000 compounds, 1.6% hits. AID 686970;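 note: NT is the 2HG producing partner of a matched IDH1 knockdown line; potency is the fitted concentration of half-maximal effect; 0% = DMSO-treated cells and -100% = media-only wells without cells; nearly all actives have a fitted effect of over 55% in size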
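Read-out is CellTiter-Glo luminescence after 10 minutes at room temperature, following 48 hours' compound treatment of HT-1080-NT cells (750 cells/well, RPMI, 5% FBS, 37 degrees C).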
IL1B secr inh: inhibitors of inflammasome signaling (IL-1 beta secretion); THP-1 LPS/ATP IL-1B secretion, AlphaLISA, 16 h; hits give low values; activity change, % at 57.5 µM; 360,000 compounds, 4.7% hits; AID 743279; in the data active = activity change below about -50%; inconclusive = mostly about -30% to -49%; note: % is set by controls: 0 for no effect and ±100 for the full control effect
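Secreted IL-1B measured by AlphaLISA bead assay after 16 h compound exposure of THP-1 cells; compounds (final up to 57.5 uM) added 1 h before LPS (250 ng/mL) and ATP (1.25 mM) stimulation; lower signal means less secretion.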
KB-V1 cytotox: kills drug-selected multidrug resistant KB-V1 cells; 400,000 compounds, 3.4% hits; AID 1347076; Potency, µM (series often up to 46.1 µM), inactives show at the highest dose activity change, negative = cytotoxicity, actives largely listed as cytotoxic; KB-V1 MDR cells viability, CellTiter-Glo, 72 h; note: potency is the fitted concentration of half-maximal effect; % is set by controls: 0 for no effect and ±100 for the full control effect; nearly all actives have a fitted effect of over 60% in size
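Potencies derive from concentration-effect curves fitted to normalized luminescence (CellTiter-Glo) of KB-V1 cells treated for 72 h at 37 degrees C in phenol-red-free DMEM containing 10% FBS.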
KB-3-1 cytotox: kills parental KB-3-1 adenocarcinoma cells. KB-3-1 viability, CellTiter-Glo ATP luminescence, 72 h. Potency, µM (top dose mostly 46.1 µM), for inactives: at the top dose activity change, negative = cytotoxic, usual class: cytotoxic. 400,000 compounds, 1.4% hits; note: potency is the fitted concentration of half-maximal effect; % is set by controls: 0 for no effect and ±100 for the full control effect; nearly all actives have a fitted effect of over 60% in size
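Parental KB-3-1 adenocarcinoma cells in phenol-red-free DMEM with 10% FBS were pin-treated with compounds at several concentrations, incubated 72 h at 37 °C, and viability read by CellTiter-Glo luminescence; concentration-effect curves were fitted after normalization.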
* hit, by the source's call; ? = inconclusive; nt = not tested or not shown; & = joins results of further samples; [ ] = dose if it differs, or a comment. Unless noted, calls come from the whole dose curve; as a rule, active = well fitted curve in the direction sought with a large enough effect; inconclusive = small, poorly fitted or top-dose-only effect, or another doubt; inactive = no such curve, though single readings can be large; an effect the other way counts as inactive or inconclusive.

no.	SMILES	HT1080 IDH1KD tx	DRD3 antagonist	SW480 rereplic	GLP-1R agonist	DRD3 agonist	HT1080NT lethal	IL1B secr inh	KB-V1 cytotox	KB-3-1 cytotox
1	CC(=O)N(C(C)=O)c1nc(-c2ccccc2)cn1/N=C/c1ccccc1	?	-4	-3%	1%	6	?	?	?	?
2	O=C1N=c2ccccc2=C1c1sc(Nc2ccc(O)cc2)nc1O	-2%	-7	29%	16%	-20	-9%	0	5%	0%
3	OC[C@@H]1CN(Cc2ccco2)C[C@H](n2cnc3c(NC4CCC4)ncnc32)O1	19%	5	nt	4%	0	6%	10	4%	0%
4	CN(Cc1ccccc1)C(=O)COC(=O)c1ccc(Br)c(S(=O)(=O)N2CCOCC2)c1	0%	12	11%	18%	4	0%	0	-17%	-18%
5	O=C(CSc1nncn1-c1ccccc1)Nc1cc(Cl)cc(Cl)c1	11%	10	-3%	-14%	-3	5%	14	-30%	0%
6	CC1CCC(N(C)C(=O)CN2C(=O)NC(c3ccccc3)(c3ccccc3)C2=O)CC1 (stereo not drawn)	-6%	-18	nt	-3%	-4	-17%	3	16%	2%
7	CC1Cc2ccccc2N1S(=O)(=O)c1c(N)n(C)c(=O)n(C)c1=O (stereo not drawn)	15%	-16	-3%	7%	-1	24%	0	-3%	-3%
8	CCOc1ccc(NC(=O)C(CC(=O)O)Cc2ccccc2)cc1 (stereo not drawn)	0%	10	-2%	-1%	4	20%	-5	12%	-6%
9	Cc1ccc(C)c(N(CC(=O)NC2CCCCC2)C(=O)CNC(=O)c2ccco2)c1	1%	8	0%	1%	18	0%	33	?	-11%
10	O=C(COC(=O)C1=COCCO1)NC(=O)c1ccc(OC(F)F)cc1	2%	12	-5%	3%	4	-1%	34	3%	13%
11	CCCCCc1c(O)c2ccccc2[nH]c1=O	-3%	-29	-10%	3%	-5	24%	-11	16µM*	-1%
12	CCCCN(CC)C(=O)c1ccccc1Oc1ccccc1	0%	1	7%	14%	-2	-1%	3	?	-5%
13	CCC(CC)NC(=O)c1cc(S(=O)(=O)N2CCCCC2)ccc1N1CCOCC1	4%	17	-12%	6%	0	0%	11	6%	1%
14	CCC(C(=O)Nc1ccccc1)c1ccccc1 (stereo not drawn)	-1%	11	68%	-1%	3	-2%	23	-28%	-4%
15	CCOC(=O)C1CCCN(S(=O)(=O)c2ccc(S(=O)(=O)N3CCCC3)cc2)C1 (stereo not drawn)	-1%	15	-6%	5%	3	0%	0	-16%	-21%
16	Cc1cc(NC(=O)CSc2nnc(-c3ccco3)o2)no1	18%	24	-3%	-3%	6	22%	-3	10%	-4%
17	CCOc1cc(C#N)ccc1OCC(=O)N1CCN(C(=O)c2cccs2)CC1	0%	9	-8%	13%	7	0%	-16	-6%	17%
18	O=S(=O)([N-]c1nc2ccccc2nc1-[n+]1ccccc1)c1ccc(Cl)cc1	6%[9.24 µM]	0	-10%	2%	-7	7%	-11	5%	14%
19	COc1ccccc1CNC(=O)c1ccc(OCC2CCCO2)cc1 (stereo not drawn)	17%	?	nt	-2%	-2	22%	0	?	11%
20	CC(C(N)=O)N1c2cccc3cccc(c23)S1(=O)=O (stereo not drawn)	6%	4	-21%	14%	4	25%	27	13%	17%
21	CC(C)Cc1nnc(NC(=O)CSc2nc(O)c(Cc3ccccc3)c(=O)[nH]2)s1	6%	1	-5%	-2%	5	11%	10	7%	3%
22	CCCCn1c(=N)n(CC(=O)O)c2ccccc21	16%	-8	0%	-1%	8	12%	-4	5%	0%
23	Cc1ccc(S(=O)(=O)N(CC(=O)NCc2ccncc2)C2CCCCC2)cc1	1%	?	14%	-5%	6	1%	8	7%	-16%
24	CC[C@]12c3[nH]c4cc(CCC(=O)N(C)C)ccc4c3CCN1C(=O)[C@@H](CC(=O)NCCN1CCOCC1)C[C@@H]2C(=O)N1CCN(C(=O)c2ccco2)CC1	10%	5	0%	-5%	0	1%	0	15%	5%
25	NC(=S)N/N=C/c1ccc(-c2cc(Cl)c(Cl)cc2Cl)o1	?	?	?	7%	-8	?	29	23%	-15%

Just HT1080 IDH1KD tx, for 2 of the compounds above:
| No. | structure | HT1080 IDH1KD tx |
| --- | --- | --- |
| 17 | CCOc1cc(C#N)ccc1OCC(=O)N1CCN(C(=O)c2cccs2)CC1 | 0% |
| 18 | O=S(=O)([N-]c1nc2ccccc2nc1-[n+]1ccccc1)c1ccc(Cl)cc1 | 6%[9.24 µM] |

Remaining list, next part
no.	SMILES	HT1080 IDH1KD tx	DRD3 antagonist	SW480 rereplic	GLP-1R agonist	DRD3 agonist	HT1080NT lethal	IL1B secr inh	KB-V1 cytotox	KB-3-1 cytotox
26	CCNC(=O)/C(=C/c1ccc2c(c1)OCO2)NC(=O)c1ccc(Br)cc1	12%	-6	-24%	-9%	-4	?	-2	0%	8%
27	Cc1ccc(CN2CCSc3ccc(C(=O)N4CCOCC4)cc32)cc1	-1%	11	-7%	8%	5	-1%	-19	-8%	-5%
28	CCNc1nc(NC(C)C)nc(Nn2cnnc2)n1	7%	2	-5%	1%	9	8%	9	0%	-7%
29	O=C(Nc1cccc(S(=O)(=O)N2CCOCC2)c1)c1ccc(Cl)c([N+](=O)[O-])c1	-1%	-16	16µM*	17%	-8	3%	-99*	2%	-8%
30	CCOc1ccc(-c2[nH]ncc2Oc2ccccc2OC)c(O)c1	?	18	12%	10%	3	?	-20	-23%	?
31	Cc1ccc(C(=O)O)cc1N1C(=O)CCCC1=O	12%	-13	-2%	-1%	-6	15%	0	11%	-2%
32	O=C(c1ccco1)N1CCN=C1SCc1cccc(Cl)c1	-2%	?	0%	-5%	-3	-2%	-25	-11%	0%
33	CC1CC(C)CN(C(=O)/C=C/c2ccc([N+](=O)[O-])s2)C1 (stereo not drawn)	?	-2	?	-3%	2	?	?	?	3%
34	COc1ccc(N2C(=NC(=O)CCC3CCCC3)SC3CS(=O)(=O)CC32)cc1 (stereo not drawn)	-5%	28	-11%	-6%	-10	0%	0	14%	1%
35	CCc1c(O)nc(SCC(=O)NC(C)(C)C)n(-c2ccccc2)c1=O	16%	-11	1%	-5%	0	18%	3	22%	9%
36	O=c1cc(-c2ccccc2)nc2cc(-c3ccc(F)cc3)[nH]n12	?	-20	?	-2%&1%	-12&-12	?	5	?	?
37	CC(=O)Nc1ccc(OCC(O)Cn2nc(C)c(C(C)=O)c2C)cc1 (stereo not drawn)	0%	7	-7%	1%	-6	4%	16	2%	-10%
38	COn1c(SCc2ccc(C)cc2C)nc2ccccc2c1=O	?	-7	?	13%	6	-27%	7	?	?
39	Cc1ccc(NC(=O)COC(=O)CN2C(=O)c3ccccc3C2=O)cc1	3%	0	-18%	1%	3	0%[9.24 µM]	15	?	0%
40	CCOC(=O)c1c(NC(=O)CCC(=O)O)sc2c1CCCCC2	-1%	16	-6%	-1%	0	2%	16	28%	22%
41	c1ccc(-c2ccc3c(n2)CCCO3)cc1	9%	-15	-3%	-5%	6	7%	-6	4%	4%
42	COc1cccc(C(=O)Nc2ccc(S(=O)(=O)Nc3onc(C)c3C)cc2)c1	15%	-12	-4%	-3%	-1	16%	12	3%	-3%
43	COc1ccc(Br)c2oc(SC)cc(=O)c12	3%	0	-33%[inhibitor][9.22 µM]	22%	14	5%	-5	?	3%
44	Cc1ccc(SCC(=O)Nc2ccc(F)cc2[N+](=O)[O-])cc1C	12%	-14	-1%	15%	-3	17%	15	1%	5%
45	N[C@@H](Cc1ccc(F)cc1)C(=O)O	-3%	?	?	-3%	-19	10%	2	1%	0%
46	O=C(c1ccccc1N1CCOCC1)N1CCCC(Nc2ccc(F)cc2)C1 (stereo not drawn)	0%	7	-13%	-6%	5	2%	20	7%	0%
47	Oc1[nH]c2ccc(Br)cc2c1N=Nc1ccc(F)cc1	-6%	-5	1%	18%	13	1%	19	14%	14%
48	Cc1ccc(/C=C/C(=O)Nc2ccc(N(C)C)cc2)o1	-6%	14	-2%	-8%	1	-1%	-29	3%	-3%
49	CCCCN1C[C@H](C)[C@@H](CC(=O)NC)C1=O	-4%	-9	nt	-4%	5	0%	-7	10%	-18%
50	O=C(CSc1nccc(=O)[nH]1)c1cc2ccccc2o1	-1%	-6	1%	-2%	-1	0%	34	-10%	-7%
51	CSc1ccc(N2CCN(CCCNC(=O)Nc3ccccc3F)CC2)cc1	-1%	?	-2%	-9%	31*	7%	-22	?	-4%
52	COc1ccc(C2C(C(C)=O)=C(O)C(=O)N2c2ccc(C)cc2)cc1 (stereo not drawn)	3%	-1	-1%	-5%	0	-2%	0	?	-6%
53	COc1cc(OC)cc(C(=O)NC(C(=O)NNC(=O)CN(C)S(=O)(=O)c2ccc(C)cc2)C(C)C)c1 (stereo not drawn)	-10%	9	-3%	7%	3	-2%	-2	6%	3%
54	CCOC(=O)Cn1nc(C)n(-c2ccc(Br)cc2)c1=O	-2%	-1	-2%	-2%	1	-4%	-6	-23%	-2%
55	COc1ccc(Cl)cc1S(=O)(=O)NCCCn1ccnc1	1%	5	-5%	-9%	3	-4%	-5	-6%	1%
56	Cc1cc(Cl)ccc1NC(=O)COC(=O)c1cc([N+](=O)[O-])ccc1N1CCOCC1	-12%	-5	-4%	4%	-8	-15%	?	?	18%
57	COc1ccc(NC(=O)C(=O)Nc2cccc3cccnc23)c(OC)c1	2%	-6	2%	11%	-3	0%	-17	-11%	?
58	COc1ccc(NC(=O)C(CCS(C)(=O)=O)N2C(=O)c3ccccc3C2=O)cc1 (stereo not drawn)	-4%	-13	-15%	-8%	1	16%	0	-6%	-4%
59	CCOc1ccccc1NC(=O)c1cc(-c2ccccn2)nc2ccccc12	0%	53	?	16%	6	18%	?	?	18µM*
